# From PubChem BioAssay
# PV pol inh – poliovirus RdRp elongation inhibitors, primary screen, biochemical, fluorescence polarization, total intensity; 0.66% of 150,000 active; Genome polyprotein (Poliovirus type 1 (strain Mahoney)), P03300; % elongation, % (compound at 16.7 µg/mL); poliovirus polymerase elongation; active compounds read low; in the data active means % elongation below about 90%; further: some results filed as inactive read as strong as hits
# Target sequence (P03300 1749-2209 limits assumed): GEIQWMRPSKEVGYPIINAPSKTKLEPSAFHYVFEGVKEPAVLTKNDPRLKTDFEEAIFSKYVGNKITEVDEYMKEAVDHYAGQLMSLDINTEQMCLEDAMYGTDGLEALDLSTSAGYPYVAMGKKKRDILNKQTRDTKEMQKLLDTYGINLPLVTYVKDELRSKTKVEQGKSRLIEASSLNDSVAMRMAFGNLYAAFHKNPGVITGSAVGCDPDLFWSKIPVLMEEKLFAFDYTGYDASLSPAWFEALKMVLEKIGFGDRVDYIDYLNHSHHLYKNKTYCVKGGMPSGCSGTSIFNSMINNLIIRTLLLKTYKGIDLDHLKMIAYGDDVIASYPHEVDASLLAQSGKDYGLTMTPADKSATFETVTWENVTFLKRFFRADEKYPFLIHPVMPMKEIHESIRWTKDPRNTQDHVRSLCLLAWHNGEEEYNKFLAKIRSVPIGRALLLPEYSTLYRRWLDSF
# PV pol inh FP z-score – second read-out of PV pol inh, no call of its own (marks repeat the call); z-score; measured here: FP z-score; hits read low
# * marks the source's active call; other numbers are inactive results; & = joins results of further samples. Only part of the results is shown; the hit share may differ from the screen's.
SMILES,PV pol inh,PV pol inh FP z-score
N#Cc1ccccc1N=Cc1cccc(O)c1O,94,-0.9
CC(C)(C)OC(=O)N1CCC(c2nnc(SCc3ccccc3)o2)CC1,99,-1.6
CCCCCCC(=O)Nc1cc2nc3c(nc2cc1C)c(=O)n(C)c(=O)n3C,109,0.8
CCc1ccc(NC(=O)NC2CCN(Cc3ccccc3)CC2)cc1,103,0.4
Cc1noc(C)c1COC(=O)C1CSC2(C)CCC(=O)N12 (stereo unspecified),102,-0.1
O=C(Nc1nc(-c2ccc3c(c2)CCCC3)cs1)c1cccnc1,102,0.4
CC(=O)Nc1cccc(C(=O)NCCc2nc3ccccc3[nH]2)c1,97,-0.9
Cc1cc(C)c(/C=C(\C#N)C(N)=O)c(C)c1,99,-0.4
COc1ccc(-c2[nH]c3ccccc3c2SCCNC(=O)c2ccc(OC)c(OC)c2)cc1,98,-0.2
CC(C)(C)c1ccc(C(=O)Nc2ccc(Cl)cc2C(=O)c2ccccc2)cc1,103,0
CCc1ccc(NC(=O)CCCN2C(=O)COc3ccc(C)cc32)cc1,103,0.5
O=C(COc1ccccc1)NCc1nc(-c2ccccc2)no1,103,0.3
O=C(OCc1cccc(Cl)c1)c1ccc2c(c1)OCO2,102,0.5
CCC1N(c2ccccc2)CCN1c1ccccc1,106,1.5
Cn1c(=O)c2c(-c3ccccc3)n3c(c2n(C)c1=O)C(c1ccc([N+](=O)[O-])cc1)Nc1ccccc1-3 (stereo unspecified),107,0
CN1CCN(CCCNC(=O)Cc2ccc(NC(=O)N3CCSc4ncccc43)cc2)CC1,100,-0.4
CN(C)C(=S)Nc1ccccc1OC(F)F,98,-1
Cc1ccc(C(=O)N2CCC(C)CC2)cc1NC(=O)c1nsc2ccccc12,108,0.1
c1cc2c(nn1)CCc1nonc1-2,102,0.2
COc1ccccc1C(=O)NC(=O)Nc1ccc(-n2nc(C(F)(F)F)cc2C(F)(F)F)cc1,105,0.3
NS(=O)(=O)c1ccc(CNC(=O)c2cccc(Cl)c2)cc1,101,-0.3
O=C(Nc1ccc(N2CCN(c3ccc(C(F)(F)F)cn3)CC2)nc1)c1cccs1,106,0.5
N#Cc1nc2c(C#N)c(N)n(CCc3ccccc3)c2nc1C#N,107,0.3
COC(=O)CC1(CC(=O)OC)C(=O)N(C)C(=O)N(C)C1=O,102,0.1
COc1ccc2c(c1)CC(NC(=O)Nc1cc(Cl)ccc1OC)CO2 (stereo unspecified),112,1.3
CC(=O)NC(Cc1ccccc1)C(=O)NC1CCN(C(=O)c2ccccc2)CC1 (stereo unspecified),98,-1.4
COc1nc2ccccc2nc1CCC(=O)NC1CCCCCC1,103,0.5
CNc1nc2c(Cl)cc(Cl)cc2s1,102,-0.2
CC1CCN(CC(=O)Nc2cccc(C(F)(F)F)c2)CC1,100,-0.9
O=C(NC(=S)NCCC1=CCCCC1)c1ccco1,105,0.4
[N-]=[N+]=c1c(=O)ccc2c(=O)c3ccccc3c(=O)c1=2,82*,-6.9*
O=C(c1ccccn1)N1CCC(C(O)(c2ccccc2)c2ccccc2)CC1,108,0.6
O=C(NCCSc1c[nH]c2ccccc12)c1ccc(Cl)cc1,105,0.1
Cc1nc2ccccc2c2oc(C(=O)NCCN(C)C3CCCCC3)cc12,96,-1.3
CCC(=O)N1c2ccc(S(=O)(=O)NC3CCCCC3C)cc2CC1C (stereo unspecified),101,-0.4
CCn1c2ccccc2c2cc(CN3CCN(Cc4cccc(C)c4)CC3)ccc21,100,-0.2
N/N=c1/nc2sccn2c2ncccc12,104,0.6
CN(C)/C=C/C(=O)c1cc(F)ccc1O,101,-0.4
CC1CCCC(C)N1NC(=O)c1cccc(N(C)C)c1 (stereo unspecified),103,0
CCc1ccc(C2C3=C(CCCC3=O)Nc3[nH]n(-c4ccccc4)c(=O)c32)cc1 (stereo unspecified),105,0.8
CCCCN(CC)C(=O)c1ccccc1SCC,99,-0.5
Nc1cc(N)nc(SCC(=O)N2CCCCC2)n1,107,1.4
O=C(c1ccco1)N1N=C(c2ccccc2)CC1c1ccccc1 (stereo unspecified),98,-0.6
CCn1c(-c2csc3ccccc23)n[nH]c1=S,99,-0.7
Cn1c(SCc2cccc(C#N)c2)nc2ccccc2c1=O,102,0.4
CCc1ccc(-n2c(=O)c3ccc(C(=O)NCCc4ccccc4)cc3n(CC(N)=O)c2=O)cc1,99,-0.8
Cn1c(=O)cc(OCC(=O)NCC2COc3ccccc3O2)c2ccccc21 (stereo unspecified),100,-1.3
Cc1cccc(NC(=O)COC(=O)c2cc(C)oc2C)c1,103,0
CC(O)c1cc2ccccc2o1 (stereo unspecified),107,0.6
C1CCN(CCC2CCNCC2)CC1,103,0.4
CC1CCCC(C)N1CC(O)c1ccccc1 (stereo unspecified),101,0.1
Clc1ccc(COC(Cn2ccnc2)c2ccc(Cl)cc2Cl)c(Cl)c1 (stereo unspecified),102&101,0.5&0.5
Brc1cncc(Br)c1,102,0
CN(C)S(=O)(=O)c1ccc(C(=O)Nc2nnc(C3CC3)o2)cc1,100,-0.4
O=C1CC2(O)CCC1(c1ccccc1)CC2,98,-0.4
COc1ccc(C)cc1NC(=O)c1ccc2c(SCC(=O)O)c3c(nc2c1)CCCC3,104,0.1
O=C(CSc1nc(=O)[nH]c2c1CCCC2)NCc1ccc(F)cc1,107,0
CCC1Oc2ccc(C)cc2N(CC(=O)Nc2ccc3c(c2)OCCO3)C1=O (stereo unspecified),107,1.4
NNC(=O)CCc1ccc(O)cc1,103,0.3
COc1cc(/C=N/N=C2/SC(CC(=O)O)C(=O)N2C)cc(OC)c1OC (stereo unspecified),101,0

# Structural class, those above containing a halogen
SMILES,PV pol inh,PV pol inh FP z-score
CC(C)(C)c1ccc(C(=O)Nc2ccc(Cl)cc2C(=O)c2ccccc2)cc1,103,0
O=C(OCc1cccc(Cl)c1)c1ccc2c(c1)OCO2,102,0.5
CN(C)C(=S)Nc1ccccc1OC(F)F,98,-1
COc1ccccc1C(=O)NC(=O)Nc1ccc(-n2nc(C(F)(F)F)cc2C(F)(F)F)cc1,105,0.3
NS(=O)(=O)c1ccc(CNC(=O)c2cccc(Cl)c2)cc1,101,-0.3
O=C(Nc1ccc(N2CCN(c3ccc(C(F)(F)F)cn3)CC2)nc1)c1cccs1,106,0.5
COc1ccc2c(c1)CC(NC(=O)Nc1cc(Cl)ccc1OC)CO2 (stereo unspecified),112,1.3
CNc1nc2c(Cl)cc(Cl)cc2s1,102,-0.2
CC1CCN(CC(=O)Nc2cccc(C(F)(F)F)c2)CC1,100,-0.9
O=C(NCCSc1c[nH]c2ccccc12)c1ccc(Cl)cc1,105,0.1
CN(C)/C=C/C(=O)c1cc(F)ccc1O,101,-0.4
Clc1ccc(COC(Cn2ccnc2)c2ccc(Cl)cc2Cl)c(Cl)c1 (stereo unspecified),102&101,0.5&0.5
Brc1cncc(Br)c1,102,0
O=C(CSc1nc(=O)[nH]c2c1CCCC2)NCc1ccc(F)cc1,107,0

# Later entries
SMILES,PV pol inh,PV pol inh FP z-score
O=C(Cc1ccc(Cl)cc1)Nc1cccc(-c2nc3cc4ccccc4cc3[nH]2)c1,101,0.1
Cc1ccc(C)c(CNS(=O)(=O)c2ccc3c(c2)C(C)(C)C(=O)N3C)c1,109,0.2
Cc1ccccc1C(=O)Oc1c(Sc2ccccc2)c(C)nn1C(C)(C)C,108,1.1
COC(=O)C1(C(=O)OC)CC=CC1,104,0.5
CCOC(=O)c1c(-c2ccccc2)oc2ccc(NS(=O)(=O)c3ccc(CC)cc3)cc12,100,-0.3
NS(=O)(=O)c1ccc(NC(=O)C2Cc3ccccc3N2C(=O)c2ccccc2)cc1 (stereo unspecified),105,-0.3
Fc1cnc(Nc2ccc3c(c2)OCO3)nc1Nc1ccc2c(c1)OCO2,98,-0.9
Cc1cc(C)c(NC(=O)CCCN2C(=O)COc3ccc(C)cc32)c(C)c1,105,-0.6
O=C(Nc1ccc(-c2nc3ccccc3s2)cc1)C1CCCO1 (stereo unspecified),101,-0.4
Cc1cc(C)nc(SCC(=O)OCC(=O)Nc2sccc2C#N)n1,132,2.6
CCOC(=O)c1nnn2c1nc(N(Cc1ccccc1)Cc1ccccc1)c1ccccc12,99,-0.8
CC(NC(=O)c1ccccc1)c1nc2ccccc2n1CC(=O)NC(=O)NC(C)(C)C (stereo unspecified),99,-0.2
O=C(O)CC12CC3CC(C1)CC(C(=O)O)(C3)C2,103,0.3
COc1ccc(Cn2ccc3nc(C)c(C(=O)Nc4cc(OC)c(OC)c(OC)c4)cc3c2=O)cc1,115,1.7
N#C/C(=C1/CCCCCN1)c1nc2ccccc2[nH]1,99,-1.1
N#Cc1ccc(NC(=O)CNCC2CCCCC2)cc1,101,-0.1
Cc1c(NC(=O)Cc2ccc(S(=O)(=O)N3CCCCC3)cc2)c(=O)n(-c2ccccc2)n1C,102,-0.1
O=c1c2ccccc2[nH]c(=S)n1CC1CCCO1 (stereo unspecified),98,-0.6
Cn1c(=O)c2c(nc(NCCc3ccccc3)n2Cc2cccc(Br)c2)n(C)c1=O,113,0.3
Cc1ccc(-n2c(C)nc3c(cnn3-c3ccccc3C)c2=O)cc1F,105,-1.2
COc1ccc(S(=O)(=O)N2CCC(c3nc4ccccc4s3)CC2)cc1OC,100,-1.5
CCOC(=O)c1ccc(-c2ccc(/C=c3/sc4nc5c(C)c(C)ccc5n4c3=O)o2)cc1,98,-0.4
Cc1cc(C)n(-c2ccc(C(=O)NC3CCCCC3)cc2)n1,104,0.8
S=C(NC1CCCCC1)N1CCCCCC1,103,1.5

# Record cards (already shown). Order of values: PV pol inh, PV pol inh FP z-score
# `O=C(O)CC12CC3CC(C1)CC(C(=O)O)(C3)C2` reads 103, 0.3
# `Cc1c(NC(=O)Cc2ccc(S(=O)(=O)N3CCCCC3)cc2)c(=O)n(-c2ccccc2)n1C` reads 102, -0.1
# `N#C/C(=C1/CCCCCN1)c1nc2ccccc2[nH]1` reads 99, -1.1

# The list goes on.
SMILES,PV pol inh,PV pol inh FP z-score
COC(=O)c1ccc(C(c2c(N)n(C)c(=O)n(C)c2=O)N2CCN(c3ccccc3)CC2)cc1 (stereo unspecified),103,0.1
Cc1ccc2c(c1)N(C(=O)Nc1cccc(C)c1C)CCO2,103,-0.7
Cc1ccc(S(=O)(=O)N(C)S(=O)(=O)c2ccc(C#N)cc2)cc1,98,-0.5
CN1CCN(CCC(=O)N/N=C/c2ccccc2)CC1,102,0.6
COc1ccc(-n2nc(C(=O)N3CCN(c4ccc(F)cc4)CC3)c3c4ccccc4n(C)c3c2=O)cc1,112,1.3
O=C(NCN1CCCCC1)Nc1cccc(Cl)c1,102,0.2
COc1nc(OC)nc(N2CCC(C(=O)NC3CCCCCC3)CC2)n1,102,-0.2
CCN(CC)c1ccc(NC(=O)CN2CCN(CC(=O)Nc3ccc(Cl)cc3)CC2)cc1,95,-1.2
Cc1cccc(C(=O)Nc2ccc(S(=O)(=O)N3CCC(c4nc5ccccc5s4)CC3)cc2)c1,108,0.3
CC(C)(C)OC(=O)N1CCC(C(=O)OCC(=O)c2ccc3c(c2)CCC3)CC1,102,-0.1
CCCc1n(CC(O)COCC2CC=CCC2)c2ccccc2[n+]1C (stereo unspecified),102,0.2
CCCCS(=O)(=O)c1oc(-c2cccs2)nc1S(=O)(=O)c1ccc(F)cc1,106,-0.3
CCOc1ccc(C2C(C(=O)OC)=C(C)NC3=C2C(=O)c2ccccc23)cc1OC (stereo unspecified),105,0.1
O=c1ccnc(SCc2ccc(CSc3nccc(=O)[nH]3)cc2)[nH]1,103&99,1.5&-0.3
CCN1CCN(C(c2cccc(F)c2)c2c(O)cc(C)n(CCOC)c2=O)CC1 (stereo unspecified),105,-0.8
CC(N)C(=O)Nc1ccc2c(c1)Cc1ccccc1-2 (stereo unspecified),101,0.2
COc1ccc2c(c1)CC/C(=C/c1ccccn1)C2=O,101,0.2
N#C/C(=C\c1c(Oc2ccccc2)nc2ccccn2c1=O)C(=O)NC1CCS(=O)(=O)C1 (stereo unspecified),99,-0.5
O=C(CSc1nnc(-c2c[nH]c3ccccc23)o1)C12CC3CC(CC(C3)C1)C2,99,-0.4
Cc1cccn2cc(-c3cccc(NC(=O)c4ccccc4)c3)nc12,100,-0.2
O=C(/C=C/c1ccco1)N(Cc1ccccc1F)C1CCS(=O)(=O)C1 (stereo unspecified),102,0.1
CC(C)N(C(=O)CSc1nccc(=O)[nH]1)c1ccccc1,97,-0.4
COc1ccccc1NC(=O)C1=C(C)Nc2sc(C#N)c(N)c2C1c1ccco1 (stereo unspecified),101,-0.1
COc1ccc(S(=O)(=O)n2c(SCc3ccc(C(F)(F)F)cc3)nc3ccccc32)cc1,99,-1
COc1cccc(C(=O)OCC(=O)NC23CC4CC(CC(C4)C2)C3)c1,103,0.5
N#Cc1cccc(NC(=O)/C=C/c2ccco2)c1,107,0.6
O=c1c2cnn(-c3ccccc3)c2nc(-c2cccs2)n1-c1ccc(Br)cc1,100,-0.1
O=C(O)C1CC=CCC1C(=O)Nc1ccc(C(=O)N2CCCc3ccccc32)cc1 (stereo unspecified),100,-0.6
O=C(C1CCCN(S(=O)(=O)c2cccc3nsnc23)C1)N1CCN(c2cccc(Cl)c2)CC1 (stereo unspecified),105,-0.7
CCOC(=O)C1CCCN(c2ncnc3c2cnn3-c2ccc(C)c(Cl)c2)C1 (stereo unspecified),102,-0.8
COC(=O)c1cc(COC(=O)c2ccc3ccccc3n2)oc1C,105,0.2
Cc1ccc2nc(-c3ccc(NC(=O)C(C)C)cc3)oc2c1,99,-0.2
O=C(CSc1nc2ccccc2n1Cc1ccccc1)N/N=C/c1cccnc1,104,0.7
